Source: PubChem (Broad Institute)
esBAF inh – Bmi1 luciferase reporter increase in mESCs, primary screen, esBAF inhibitor project, mouse ES cells, Bmi1 luciferase knock-in, single point; reporter increase, % at 12.5 µM; 350,000 compounds, 2% hits; 24 h; 100% = twice the neutral-well signal; in the data active = activation above about 40%; inconclusive = no clear call, values can overlap the other calls;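 note: 0% = median of the plate's neutral control wells and 100% = double that signal; a rise in the Bmi1 reporter signal indicates esBAF inhibition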
ERAP1 HTS inh – human ERAP1 aminopeptidase inhibitors, primary screen, biochemical, single point, plate reader. inhibition, % at 10.7 µM. recombinant ERAP1, Leu-AMC fluorescence, 60 min. 340,000 compounds, 0.15% hits. AID 652197, 2013. Endoplasmic reticulum aminopeptidase 1 (Homo sapiens), Q9NZ08;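 active = mean replicate inhibition of at least 30%, or all replicates individually reaching that 30% level; inactive = mean below 30% and not every replicate reaching it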;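 note: 0% = neutral control wells and 100% = L-leucinethiol positive control wells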
Xi reactivation – activators of inactive X chromosome reactivation, primary screen, imaging, XiGFP fibroblasts, GFP high-content imaging, set 2. XiGFP mouse fibroblasts, % GFP-positive cells imaging, 3 d; cells co-treated with 5-aza-dC sensitizer; scaled so ellipticine positive control = 100%. activation, % at 7.58 µM. 360,000 compounds, 0.055% hits;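 active = mean normalized replicate activation at least 10% and every replicate at or above 10%; inconclusive = only one of the two criteria met; inactive = mean below 10% and not all replicates reach 10%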;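 note: 0% = median of on-plate neutral control wells and 100% = ellipticine 6 µM median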
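System: XiGFP fibroblasts, SV40-immortalized. Medium: DMEM plus 5-aza-dC sensitizer. Doses: single point. Timing: 3 d treatment, 15 min room-temperature fixation. Control set: ellipticine 6 µM.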
ARNT-TACC3 inh – disruptors of ARNT/TACC3 protein interaction, primary screen, biochemical, AlphaScreen, single concentration; AlphaScreen His-ARNT PAS-B/GST-TACC3 binding, luminescence; TACC3 fragment carries E629A point mutation; inhibition, % at 9.99 µM; 390,000 compounds, 0.66% hits; AID 623870, 2012;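 active = mean inhibition of replicates at least 50% and at least half of replicates each reaching 50%; inconclusive = half or more replicates reach 50% but mean below 50%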;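 note: 0% = complete ARNT plus TACC3 wells and 100% = ARNT alone without TACC3; many hits fall short of the cut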
RAD52 anneal inh – RAD52 DNA annealing inhibitors, primary screen, biochemical, FRET, single point, set 2; DNA repair protein RAD52 homolog (Homo sapiens), P43351; recombinant RAD52 DNA annealing, FRET fluorescence; inhibition, % at 18.7 µM; 360,000 compounds, 0.46% hits; AID 651710, 2012;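 active = every replicate showing at least 50% inhibition; inconclusive = mean inhibition at least 50% but not in every replicate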
Target sequence (P43351 whole entry, looked up): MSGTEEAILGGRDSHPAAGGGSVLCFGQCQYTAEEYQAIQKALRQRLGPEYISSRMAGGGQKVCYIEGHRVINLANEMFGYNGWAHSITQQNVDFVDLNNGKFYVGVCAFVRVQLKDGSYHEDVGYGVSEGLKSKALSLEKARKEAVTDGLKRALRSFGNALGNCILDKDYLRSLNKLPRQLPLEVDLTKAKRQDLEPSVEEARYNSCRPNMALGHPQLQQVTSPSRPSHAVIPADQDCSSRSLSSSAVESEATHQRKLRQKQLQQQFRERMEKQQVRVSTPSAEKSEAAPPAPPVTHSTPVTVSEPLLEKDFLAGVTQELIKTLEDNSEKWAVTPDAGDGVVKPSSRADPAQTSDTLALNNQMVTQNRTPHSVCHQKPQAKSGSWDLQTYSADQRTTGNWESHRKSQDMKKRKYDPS
CFTR F508del cor – F508del CFTR correction, initial screen, CFBE line, single point; activity (quench increase), % at 7.58 µM; AID 720511, 2013; 350,000 compounds, 0.36% hits; CFBE cells, YFP halide quenching; stimulated with forskolin plus potentiator P3; % fluorescence drop versus neutral controls;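 active = mean added fluorescence quench of at least 8% versus neutral control, with both replicates also reaching 8%; inconclusive = only one of the mean or replicate conditions met; inactive = mean below 8% and not both replicates reaching 8%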;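 note: cells transiently co-express mutant CFTR-F508del with the halide-sensitive YFP; corrector assay measuring rescue of mutant channel to the surface after 24 h compound exposure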
RAD54 branch – inhibitors of human RAD54 branch migration, primary screen, biochemical, fluorescence, single point | DNA repair and recombination protein RAD54-like (Homo sapiens), Q92698 | RAD54 Holliday junction branch migration, FAM/BHQ fluorescence | inhibition, % at 10.4 µM | 360,000 compounds, 0.14% hits | AID 602329, 2012;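 active = mean normalized replicate activity at least 40 and at least half of replicates scoring 40 or more; inconclusive = only one of the two criteria met; inactive = mean below 40 and under half of replicates reaching 40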;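 note: 0% = median of neutral control wells and 100% = median of positive control wells; inhibitors cause a drop in the FAM fluorescence signal; in these data hits start at about 50%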
INS-1E GSIS act – GLuc luminescence reporter in INS-1E cells, primary screen for activators of glucose-dependent secretion of insulin; activation, % at 16.6 µM; INS-1E GLuc reporter insulin secretion, 2-3 h; 370,000 compounds, 0.61% hits;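 active = lowest replicate activation of at least 40%, so every replicate reaches that level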;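 note: 0% = median of neutral control wells and 100% = median of IBMX positive control wells; some compounds called inactive have numbers as strong as hits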
* hit, by the source's call; ? = inconclusive; / = not tested or not shown; & = joins results of further samples.

SMILES | esBAF inh | ERAP1 HTS inh | Xi reactivation | ARNT-TACC3 inh | RAD52 anneal inh | CFTR F508del cor | RAD54 branch | INS-1E GSIS act
CNC(=S)Nc1ccc(C)cc1 | / | / | 0.0 | -5 | / | -2.2 | / | 4
Cc1n[nH]c(=S)n1/N=C/c1ccc(OCc2ccc(Cl)cc2Cl)cc1 | / | / | 0.2 | -5 | / | / | -9 | -12
CC(C)NC(=O)Nc1ccc2c(c1)C(=O)N([C@H](C)CO)C[C@H](C)[C@@H](CN(C)C(=O)NC(C)C)O2 | 1&7 | -6 | 0.1&0.2 | -19&-3 | 7 | -0.3&3.4 | 14&10 | 13&-5
CNC(=S)NCCC(c1ccccc1)c1ccccc1 | -4 | 0 | 0.1 | 0 | 19 | -0.3 | / | 3
CN1CCCC(OC(=O)c2ccccc2F)C1 (configuration not stated) | 7 | 1 | 0.0 | -4 | -6 | -0.4 | 2 | 3
CCOc1ccc(CCNC(=O)CCC(=O)N2CCSc3ccccc32)cc1OCC | 6 | / | 0.2 | / | -18 | -1.9 | -2 | -11
C[C@H](CO)N1C[C@H](C)[C@H](CN(C)S(=O)(=O)c2ccc(Cl)cc2)Oc2ccc(NS(=O)(=O)c3ccccc3)cc2CC1=O | -2 | / | -0.3 | 2 | / | 0.1 | 4 | 10
CC1(C(=O)NS(=O)(=O)Cc2ccccc2)CCN1C(=O)c1ccc(C2CCCCC2)cc1 (configuration not stated) | -4 | 13 | 0.1 | / | -8 | 0.0 | -3 | 2
Cc1cc(NC(=O)Nc2ccccc2F)ccc1Br | ? | -6 | 0.1 | / | -1 | -2.1 | -5 | 3
CCS(=O)(=O)N1CC(=O)N2[C@H](CO)[C@@H](c3ccc(C#CC4CC4)cc3)[C@@H]2C1 | / | 3 | 0.1 | / | -5 | 2.7 | / | 15
COc1ccc(-c2cc(C(=O)O)c3ccccc3n2)c(OC)c1 | -2 | / | / | -4 | / | / | -6 | 2
COCC(=O)Nc1ccc2c(c1)C(=O)N(C)C[C@@H](OC)[C@@H](C)CN(C(=O)c1ccccn1)[C@@H](C)CO2 | -4 | 1 | 0.2 | -8 | -10 | 0.1 | 1 | -6
CCCCNC(=O)N1CCN(S(C)(=O)=O)CC1 | -5 | -10 | 0.0 | -7 | -22 | -0.2 | / | 13
COc1ccc(-c2ccc(C(=O)Nc3ccc(Cl)cc3)c3occc23)c(C)c1 | 80* | 4 | -0.1 | / | -2 | -2.3 | 8 | 8
COc1ccc(NC(=O)/C(N=Nc2cccc(S(=O)(=O)Nc3ccc(SC(F)F)cc3)c2)=C(\C)O)cc1 | -9 | 1 | -0.1 | 8 | -10 | -4.4 | 8 | -1
O=C(NCCc1c[nH]c2ccccc12)C(=O)Nc1cc2c3c(c1)CC(=O)N3CCC2 | -7 | 1 | 0.7 | -9 | -5 | -4.6 | -15 | 10
COc1ccc(NC(=O)Cc2ccsc2)c(OC)c1 | 12 | -1 | 0.0 | -4 | -7 | -1.0 | -6 | 33
CS(=O)(=O)c1ccc(C(=O)N2CCc3ccccc3C2)cc1 | / | -2 | 0.2 | -2 | 2 | -6.3 | / | 11
COc1ccc(CCN2CC(C(=O)NC3CCOCC3)CCC2=O)cc1 (configuration not stated) | -4 | -6 | 0.0 | -12 | 2 | 0.0 | -6 | -1
CCc1cc(C(=O)OC)c(NC(=O)CC2SC(N)=NC2=O)s1 (configuration not stated) | / | 4 | 0.2 | -10 | -4 | / | / | -1
COc1ccc2ccccc2c1C1CC(=O)N2CN(C)CSC2=C1C#N (configuration not stated) | -2 | -21 | / | 10 | -9 | / | -3 | -25
COc1ccc(CN2C(=O)C(CC(=O)NCCCN(C)C)CC(C(=O)N3CCOCC3)=C2C)cc1 (configuration not stated) | -1 | -1 | / | / | 1 | 1.1 | -1 | 1
O=C(c1cc([N+](=O)[O-])ccc1N1CCOCC1)N1CCN(S(=O)(=O)c2cc(Cl)ccc2Cl)CC1 | -2 | 3 | 0.6 | -3 | 2 | 0.7 | -13 | -15
COc1ccccc1-c1ccc([C@@H]2[C@@H](CO)N3CCCCN(C(=O)NC4CCCC4)C[C@H]23)cc1 | -4 | 2 | 0.1 | 2 | -2 | -1.2 | -2 | -22
COc1ccc(C2(C)NC(=O)N(CC(=O)NCC(=O)Nc3ccc(F)c(F)c3F)C2=O)cc1OC (configuration not stated) | 6 | 1 | 0.0 | -8 | 0 | -3.1 | 12 | 15

A different layout for part of the listing above:
> CCc1cc(C(=O)OC)c(NC(=O)CC2SC(N)=NC2=O)s1 (configuration not stated)
  esBAF inh: /
  ERAP1 HTS inh: 4
  Xi reactivation: 0.2
  ARNT-TACC3 inh: -10
  RAD52 anneal inh: -4
  CFTR F508del cor: /
  RAD54 branch: /
  INS-1E GSIS act: -1
> CCCCNC(=O)N1CCN(S(C)(=O)=O)CC1
  esBAF inh: -5
  ERAP1 HTS inh: -10
  Xi reactivation: 0.0
  ARNT-TACC3 inh: -7
  RAD52 anneal inh: -22
  CFTR F508del cor: -0.2
  RAD54 branch: /
  INS-1E GSIS act: 13

More structures follow:
SMILES | esBAF inh | ERAP1 HTS inh | Xi reactivation | ARNT-TACC3 inh | RAD52 anneal inh | CFTR F508del cor | RAD54 branch | INS-1E GSIS act
CC1=C(C(=O)N(C(C)C)C(C)C)CC(CC(=O)NCC2CCCCC2)C(=O)N1Cc1ccc(F)cc1 (configuration not stated) | 6 | 0 | / | / | -4 | 3.2 | 3 | -21
CCNC(=O)Nc1ccc2c(c1)C(=O)N(C)[C@@H]1CC[C@H](CC(=O)NCc3ccc(F)cc3)O[C@H]1CO2 | 5 | 0 | 0.2 | -9 | 9 | 2.8 | 0 | 3
Nc1nc2n(n1)C(c1cccc(Cl)c1)CC(c1ccc(F)cc1)N2 (configuration not stated) | -2 | -2 | 0.1 | -3 | -1 | -2.4 | 3 | 49*
COc1ccc(OC)c(/C=C2\Oc3cc(OCC(=O)N4CCC(C(=O)O)CC4)ccc3C2=O)c1 | 1 | 7 | / | 0 | -55 | 0.0 | 2 | /
CCOc1cc(/C=C/C(=O)OCC(=O)NCC2CCCO2)cc(Cl)c1OC (configuration not stated) | -7 | 0 | 0.0 | 1 | -2 | -2.6 | 2 | /
O=C(C1CC1)N1CC2(C1)[C@H](c1ccccc1)[C@@H](CO)N2S(=O)(=O)c1ccccc1 | / | -4 | 0.1 | / | -7 | -0.4 | / | -1
O=C1CCCC/C1=C/Nc1ccc(C(=O)O)cc1 | 17 | 2 | / | 9 | -25 | -2.9 | 7 | 15
CC(=O)Nc1cccc(-c2csc(N)n2)c1 | / | 3 | -0.7 | 27 | -8 | 0.0 | / | 7
CN(C)C(=O)c1ccc(-c2ccc([C@@H]3[C@@H](CO)N4CCCCN(Cc5cccnc5)C[C@H]34)cc2)cc1 | 11 | / | 0.1 | -3 | / | 1.9 | 2 | 3
Cc1cc(C)n2nc(SCC(=O)NC(=O)c3ccc(OC(F)F)cc3)nc2n1 | 1 | -1 | 0.0 | -7 | -17 | 2.8 | -2 | 6
CC(NC(=O)c1ccc2c(c1)OCO2)C(c1cccs1)N1CCOCC1 (configuration not stated) | -7 | / | / | -15 | / | / | 2 | 19
O=c1[nH]c(=S)[nH]c2c1CN(Cc1ccc(F)cc1)CC2 | 0 | 0 | 0.0 | 4 | -8 | 2.5 | -1 | 13
COc1ccc(NC(=O)Nc2ccc3c(c2)C(=O)N([C@H](C)CO)C[C@H](C)[C@@H](CN(C)C(=O)Nc2cccc4ccccc24)O3)cc1 | 5 | -1 | -0.9 | 3 | 6 | -0.1 | -2 | 8
Cc1c(OCC(=O)N2CCC(C(=O)O)CC2)ccc2c1oc(=O)c1ccccc12 | 8 | / | / | 22 | -2 | -1.8 | -11 | 17
CCCOc1ccc(CNC(=O)c2ccc3c(c2)N(CC)CCS3)cc1 | -5 | -3 | 0.3 | -3 | -21 | -4.7 | 9 | /
COc1ccc(NC(=O)N(C)C[C@@H]2OCCCC[C@@H](C)Oc3ccc(N(C)C)cc3C(=O)N([C@H](C)CO)C[C@H]2C)cc1 | 0 | / | -0.4 | / | / | -3.2 | / | -9
CCC1(c2ccc(F)cc2)NC(=O)N(CC(=O)Nc2cccnc2Cl)C1=O (configuration not stated) | 3 | -1 | 0.2 | -15 | -4 | 1.7 | -4 | 8
O=C(N[C@@H]1CC[C@@H](CCNS(=O)(=O)c2ccccc2)O[C@@H]1CO)c1cnccn1 | 3 | -2 | -0.3 | -2 | -13 | 1.4 | 1 | 3
COc1ccc(NC(=O)N2CC(=O)N3[C@H](CO)[C@H](c4ccc(C5=CCCC5)cc4)[C@@H]3C2)cc1 | / | 3 | 0.0 | / | -10 | -4.0 | / | -14
O=C(c1cnc2n(c1=O)CCS2)N1CCN(c2ccc([N+](=O)[O-])cc2)CC1 | -2 | 8 | 0.0 | 3 | -19 | -4.5 | 3 | 10
COc1ccc(-c2cc(NC=O)c3ncc(-c4ccc(OC)c(OC)c4)n3c2)c(OC)c1 | -25 | 0 | 1.1 | / | 8 | 2.4 | -5 | 37
CC(=O)OCC1=C(C(=O)O)N2C(=O)C(NC(=O)CCn3nc(C(F)(F)F)c(Br)c3C3CC3)C2SC1 (configuration not stated) | / | -3 | -0.1 | -1 | -31 | -1.4 | / | 0
Cc1nnc(NC(=O)CSc2nc(C(C)C)nc3ccccc23)s1 | 1 | 1 | / | 4 | 2 | 2.4 | -7 | 6
O=C(Nc1ccc2[nH]c(=O)[nH]c2c1)c1cc(F)c(F)cc1Cl | / | / | -0.1 | -1 | -9 | 2.0 | 7 | 7
COC(=O)c1cc(NC2c3ncccc3C(=O)N2Cc2ccccc2)cc(C(=O)OC)c1 (configuration not stated) | 3 | 4 | / | -8 | -18 | 3.6 | 0 | 33
O=C(COc1ccc([N+](=O)[O-])cc1)N(Cc1ccccc1)Cc1ccccc1 | / | 0 | 0.0 | -4 | -9 | -0.5 | / | /

One compound at a time, from the list above.
Record of COc1ccc(-c2ccc(C(=O)Nc3ccc(Cl)cc3)c3occc23)c(C)c1 : esBAF inh: 80*; ERAP1 HTS inh: 4; Xi reactivation: -0.1; ARNT-TACC3 inh: /; RAD52 anneal inh: -2; CFTR F508del cor: -2.3; RAD54 branch: 8; INS-1E GSIS act: 8
Record of COc1ccc2ccccc2c1C1CC(=O)N2CN(C)CSC2=C1C#N (configuration not stated) : esBAF inh: -2; ERAP1 HTS inh: -21; Xi reactivation: /; ARNT-TACC3 inh: 10; RAD52 anneal inh: -9; CFTR F508del cor: /; RAD54 branch: -3; INS-1E GSIS act: -25
